Source: PubChem BioAssay
MIN6 prolif – MIN6 beta-cell proliferation induction; MIN6 cells proliferation, ATPlite luminescence, 48 h; cells starved in 0.2% serum; 100% = growth in 10% serum; proliferation, % at 10 µM; hit rate 0.29% among 330,000;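 active means compounds whose signal lies at least 3.5 SD above the mean of all wells on their plate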;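 further: 0% = DMSO-treated cells in low-serum medium and 100% = 10% serum control; some compounds called inactive have numbers as strong as hits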
NLRP3 yeast inh – NALP3 inhibition in yeast; hit rate 0.39% among 330,000; inhibition, % at 10 µM; Yeast reconstituted NLRP3/ASC/caspase-1, beta-gal luminescence, 24 h;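 active means inhibition of 50% or more; inactive means inhibition below 50%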;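 further: plate controls were induced DMSO wells for no effect and uninduced yeast grown without galactose for full effect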
TIM10 inh – inhibits growth of TIM10 yeast strain; AID 463195; hit rate 1.4% among 330,000; S. cerevisiae TIM10 strain growth, BacTiter-Glo luminescence, 24 h; inhibition, % at 10 µM;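 active means inhibition of 40% or more at the single tested concentration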;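 further: wild-type TIM10 isogenic control strain grown at permissive 25 °C; 0% = DMSO yeast wells and 100% = minimal medium wells without yeast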
NR3A LBD binder – modulates the human NR3A ligand-binding domain; NR3A LBD differential scanning fluorimetry, Tm shift; 0% = protein alone, 100% = glycine-bound protein; Tm shift relative to glycine control, % at 25 µM; AID 1259313; hit rate 2.5% among 340,000;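 active means melting temperature shift of at least 10% of the positive control shift, at one fixed dose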
tim23-1 inh – tim23-1 yeast growth inhibition; S. cerevisiae tim23-1 growth, BacTiter-Glo luminescence, 24 h; inhibition, % at 20 µM; hit rate 1.3% among 330,000; AID 463212;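 active means growth inhibition of the mutant yeast at or above 50%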;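 further: temperature-sensitive mutant grown at 25 °C; plate controls were DMSO-treated mutant yeast for no effect and medium wells lacking yeast for full effect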
tim10-1 inh – tim10-1 yeast growth inhibition. AID 463190. inhibition, % at 20 µM. S. cerevisiae tim10-1 ts strain growth, BacTiter-Glo, 24 h. hit rate 2.2% among 330,000;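 active means inhibition of at least 40%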;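 further: mutant grown at 25 °C; 0% = DMSO wells with yeast and 100% = wells holding no yeast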
APJ antagonist – antagonists of human APJ apelin receptor. hit rate 0.32% among 330,000. CHO-K1 APJ beta-arrestin complementation, luminescence. AID 2521. inhibition, % at 20 µM. P35414;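 active means inhibition above about 40% at 20 µM, limit read from the data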;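 further: cells challenged with 10 nM apelin-13 agonist together with compound; plate controls were apelin-13 plus DMSO wells for no effect and DMSO wells lacking apelin-13 for full effect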
Target sequence (P35414 whole entry, looked up): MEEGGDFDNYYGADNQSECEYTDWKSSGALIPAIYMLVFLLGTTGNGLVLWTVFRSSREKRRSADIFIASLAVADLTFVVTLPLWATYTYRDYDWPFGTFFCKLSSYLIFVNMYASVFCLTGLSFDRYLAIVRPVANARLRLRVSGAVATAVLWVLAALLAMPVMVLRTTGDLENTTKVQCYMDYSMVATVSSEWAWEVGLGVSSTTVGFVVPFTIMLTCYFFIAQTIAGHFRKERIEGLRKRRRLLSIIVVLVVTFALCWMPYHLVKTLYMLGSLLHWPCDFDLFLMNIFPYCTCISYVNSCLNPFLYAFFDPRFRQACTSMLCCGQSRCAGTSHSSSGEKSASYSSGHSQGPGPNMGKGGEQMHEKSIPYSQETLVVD
MPTP inh – inhibitors of mitochondrial permeability transition pore; isolated mouse mitochondria, Ca2+ swelling absorbance, 30 min; inhibition, % at 10 µM; hit rate 1.4% among 360,000;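 active means inhibition of 50% or more, scaled per plate between neutral and stimulator controls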;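 further: 0% = DMSO wells given calcium and 100% = 1 mM EGTA wells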
APJ ag – APJ receptor agonism; CHO-K1 APJ PathHunter beta-arrestin, luminescence; 0% DMSO wells, 100% apelin; activation, % at 20 µM; hit rate 0.11% among 330,000;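 active means activation more than six SD over the plate average, tested at 20 µM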;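 further: 0% = DMSO alone and 100% = apelin-13 at 10 nM; some results filed as inactive read as strong as hits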
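Assay system: CHO-K1 cells stably expressing ProLink-tagged human APJ and arrestin–beta-gal acceptor. Compound dosing: 20 µM single point, 1% DMSO. Times: 16-18 h seeding, 90 min dark compound exposure, 60 min detection. Detection: beta-gal luminescence. Evaluation: APJ–arrestin association signal. Controls: negative DMSO alone, positive Apelin-13 at 10 nM.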
An asterisk follows results filed as active; · = no result given; & = joins results of further samples. Compounds as they come; overall some 7.2% were active at least once.

structure	MIN6 prolif	NLRP3 yeast inh	TIM10 inh	NR3A LBD binder	tim23-1 inh	tim10-1 inh	APJ antagonist	MPTP inh	APJ ag
O=C(CC(Nc1ccccc1Cl)C(=O)O)c1ccccc1 (stereo not given)	0	14	18	0	11	-11	-3	-3.0	0
CN(CC(O)COc1ccc(S(=O)(=O)N2CCOCC2)cc1)C1CCCCC1 (stereo not given)	-4	-6	4	-4	8	-2	11	-0.2	-9
O=C(Cn1ccsc1=NC(=O)c1ccco1)c1ccccc1	0	-14	-6	-2	-2	10	-12	-0.5	5
Cc1ccc(-n2c(SCC(=O)OC(C)C)nnc2-c2ccccn2)cc1	1	8	30	1	36	42*	2	-0.3	-3
COc1ccc(NC(=O)/C(Cl)=C(/Cl)S(=O)Cc2ccc(C)cc2)cn1 (stereo not given)	-4	21	58*	·	67*	30	90*	-6.2	-8
CC(C(=O)NC(c1ccccc1)c1ccccc1)N1CCOCC1 (stereo not given)	0	-19	2	-2	11	10	19	-0.8	-2
COC(=O)C1=C(C(=O)OC)[C@@H]2Nc3ccccc3[C@@]23C[C@@H](C(=O)OC)N(C(=O)COCc2ccccc2)C3=N1	-3	7	7	3	9	-4	-60	1.9	6
N#CCCN(C(=O)COc1ccc(C#N)cc1)c1ccc(F)cc1	-3	4	-10	0	-1	1	4	0.1	-3
CCOC(=O)c1ccc(N2C(=O)C=CC2=O)cc1	1	20	14	-2	23	82*	14	12	0
CCOc1ccc(-c2nnn(CC(=O)NCCc3c[nH]c4ccccc34)n2)cc1	-6	6	11	6	6	8	-2	5.2	-2
O=C(NN=C1CCCCC1)NC1CCCCC1	-5	5	4	-1	22	5	4	-1.6	-1
CCOC(=O)N1CCN(C(=S)Nc2ccc3nc(N4CCN(CC)CC4)cc(C)c3c2)CC1	0	26	9	9	1	-11	6	0.6	-1
COc1ccc(CCNC(=O)COC(=O)c2cc(S(=O)(=O)N3CCOCC3)ccc2C)cc1OC	0	13	-2	0	-5	1	6	-0.3	0
CC(C)CCOP(=O)(c1ccc(N(C)C)cc1)C(O)c1c(Cl)cccc1Cl (stereo not given)	-1	-19	28	-1	32	24	11	0.3	-3
O=C(OCc1ccccc1Cl)c1ccccc1C(=O)c1ccccc1	-3	17	10	-1	14	14	20	-2.0	-6
O=C(CCc1ccccc1)N[C@@H]1c2ccccc2CC[C@H]1OCc1ccccc1	·	·	-4	0	41	28	·	-0.8	·
Cc1n[nH]c(=S)n1/N=C/c1ccccc1OCc1ccc(Cl)cc1Cl	-1	17	-11	16*	-3	3	28	1.8	-2
COc1ccc(C)cc1NC(=O)CCCN1C(=S)NC(C)(C)CC1C (stereo not given)	0	1	15	-1	2	35	-1	-0.6	0
COc1ccc(OC)c(-c2cc(C(=O)NCc3ccc(Cl)cc3)no2)c1	-3	-2	-13	-5	1	1	-17	2.7	-2
Cc1ccccc1NC(=O)N1CCN(C(=O)c2ccco2)CC1	-1	2	8	2	-13	3	7	-0.7	-1
CCCNC(=O)c1onc(CSc2ccncc2)c1C(=O)NCCC	-5	24	9	2	18	4	-8	-0.6	6
O=C(NC(Cc1ccccc1)C(=O)O)/C(=C\c1ccccc1F)NC(=O)c1ccccc1 (stereo not given)	-3	12	-8	-1	7	10	-1	-1.4	-2
Nc1c(-c2cccc([N+](=O)[O-])c2)nc2ccccn12	-3	27	0	-14	-12	13	-11	0.5	-2
COc1ccc(NC(=O)N2C3CCCC2CC(NC(=O)c2ccccc2)C3)cc1 (stereo not given)	0	13	2	-2	9	2	5	0.0	0
CN1c2ccc(C=O)c3c(C=O)ccc(c23)N(C)C1(C)C	-4	17	16	2	29	27	-38	0.4	1
Cn1cnc(S(=O)(=O)N2CCN(c3ccccc3)CC2)c1	-2	11	-9	0	-17	-8	-6	-0.6	-3
COc1ccc(C(=O)Nc2cc(Cl)ccc2C(=O)O)cc1	-4	16	-4	-11	16	21	-12	-0.4	-2
CC(OC(=O)c1cnccn1)C(=O)Nc1nc(-c2cccc([N+](=O)[O-])c2)cs1 (stereo not given)	-4	20	17	-4	18	12	-5	0.0	-2
COc1ccc(NS(=O)(=O)c2cccc(Cl)c2)cc1S(=O)(=O)N1CCCCC1	1	21	14	-8	4	9	-2	1.9	-1
CN(CC(=O)Nc1cccc(F)c1)C(=O)c1ccc2c(c1)CC(c1ccccc1)OC2=O (stereo not given)	-1	24	6	-4	12	-3	-36	0.5	0

Some of these compounds in order of the APJ antagonist value, ascending.
SMILES | APJ antagonist
O=C(NC(Cc1ccccc1)C(=O)O)/C(=C\c1ccccc1F)NC(=O)c1ccccc1 (stereo not given) | -1
N#CCCN(C(=O)COc1ccc(C#N)cc1)c1ccc(F)cc1 | 4
O=C(OCc1ccccc1Cl)c1ccccc1C(=O)c1ccccc1 | 20

(listing goes on)
structure	MIN6 prolif	NLRP3 yeast inh	TIM10 inh	NR3A LBD binder	tim23-1 inh	tim10-1 inh	APJ antagonist	MPTP inh	APJ ag
COc1ccc(/C=C2/C(=O)ON=C2C)cc1Cl	-1	12	5	-7	10	12	3	0.0	-1
CCc1cc(=O)oc2cc(C)cc(OC(C)C(=O)NCC(O)c3ccccc3)c12 (stereo not given)	9	12	-3	0	16	9	-9	-0.2	-3
C=CCn1c(CNC(=O)c2ccccc2C)nnc1SCC(=O)NC1CCCC1	0	6	8	0	13	11	-10	-1.0	-5
CCOC(=O)Cn1nnnc1C(CC)N(Cc1cccs1)Cc1cc2ccc(OC)cc2[nH]c1=O (stereo not given)	-3	3	9	5	26	28	-14	-0.8	-2
O=C(NCCN1C(=O)S/C(=C\c2ccc(OC(F)F)cc2)C1=O)[C@@H]1CCCN1C(=O)c1cccs1	-5	5	16	1	37	20	-6	1.3	5
Cc1c(O)c2ccccc2n(-c2ccccc2)c1=O	0	9	1	2	9	1	2	0.4	1
Cn1c(CCNC(=O)c2ccccc2Cl)n[nH]c1=S	-1	12	-6	1	3	12	-10	0.0	1
Cc1cccc(C2c3[nH]c4ccccc4c3CCN2C(=O)c2ccc(=O)[nH]c2)n1 (stereo not given)	1	18	-1	-16	22	0	10	-3.3	-2
CC(=O)Nc1nc2ccccc2n1CCN1CCOCC1	-2	14	-27	-1	1	14	13	-1.1	1
O=C(Cn1cc2c(n1)CCCC2)NCCCN1CCN(c2ccccc2F)CC1	-2	7	3	-1	3	-4	6	-3.4	-5
CC1C(=O)N(Cc2ccccc2)c2ccccc2N1C(=O)c1ccccc1 (stereo not given)	-2	20	14	1	28	17	20	0.4	-3
O=C(CCCc1nc(-c2ccc(Cl)cc2)no1)Nc1cccnc1	-1	3	12	1	-467	-3	26	34	4
Cc1cc(OC(C)C(=O)N(Cc2cccs2)C2CCS(=O)(=O)C2)ccc1Cl (stereo not given)	3	-4	9	0	23	23	9	-2.2	-3
Cc1nn(CCCC(=O)NCc2ccc(F)cc2)c(=O)c2nccn12	3	4	1	-3	8	0	-1	0.7	-3
O=c1[nH]c(C2CCCN(S(=O)(=O)c3ccccc3)C2)nc2c1nnn2Cc1cccc(Cl)c1 (stereo not given)	-1	3	2	-10	2	-7	7	2.6	0
CCS(=O)(=O)N1CCN(S(=O)(=O)c2ccccc2)CC1	4	7	-6	-1	11	3	5	0.0	-4
COc1cccc(CNC(=O)C2CCN(c3ncnc4c3nc3n4CCCCC3)CC2)c1	1	-1	3	1	-2	12	-7	1.0	-3
CN1C(=O)/C(=C/c2ccc(OCc3cccc(F)c3)cc2)NC1=S	-1	21	-12	0	7	7	19	0.0	-2
CC(=O)C1C(c2ccc(F)c(F)c2)NC(=O)NC1(O)C(F)(F)F (stereo not given)	0	8	-4	-4	9	-2	26	0.1	1
O=C(CCSc1ccccc1)NC1CCCC1	2	17	-3	-2	17	13	-6	0.3	3
CC(=O)c1csc(CS(=O)(=O)c2ccccn2)n1	-1	22	6	0	-9	11	19	0.5	1
Cc1ccc2c(c1)c(C)c(C)n2CC(O)CN1CCOCC1 (stereo not given)	-2	5	-5	-2	12	3	1	-3.0	5
COc1ccc(N2CCSC2C(=O)NN)cc1 (stereo not given)	-2	3	-3	0	1	-1	7	-5.0	-3
Cc1ccc(C(=O)N/C(=C/c2ccco2)C(=O)Nc2cccc(C)c2)cc1	-3	-29	21	-1	27	10	-4	0.3	2
CN1CC(=O)N(CC(=O)NC2CCCCC2)C1=O	-3	-2	6	1	12	-6	7	-1.3	-3
CC(C)CN(C(=O)CCC(=O)OCC(=O)N(C)c1ccccc1)c1c(N)n(CC(C)C)c(=O)[nH]c1=O	-1	5	0	0	0	-11	-45	0.7	2
COc1cccc(/C=C2\SC(=O)N(CC(=O)NC3CCS(=O)(=O)C3)C2=O)c1 (stereo not given)	-1	0	-7	-2	-10	-6	9	1.2	2
CN(C)CCN(C(=O)CCS(=O)(=O)c1ccccc1)c1nc2cc3c(cc2s1)OCO3	0	0	5	-1	10	9	-8	-0.9	-4
Cc1ccc(N2C(=O)CC(Sc3ncn[nH]3)C2=O)cc1 (stereo not given)	-4	11	26	2	0	30	-25	0.8	-2
Cc1cc(SCC(=O)O)nc2ccccc12	-2&-1	12&-7	-11&1	0&0	15&2	9&-8	9&-3	0.8&-0.1	-8&-1
CN(C(=O)CN1C(=O)NC2(CCCc3ccccc32)C1=O)C1CCCCC1 (stereo not given)	-3	5	-6	-2	3	-4	-2	-3.2	-1
CCCc1ccc(OCc2ccc(C(=O)N3CCN(c4ccccn4)CC3)o2)c(OC)c1	-6	23	23	0	11	30	-6	13	0
